Lipid droplet: modulators of hepatic lipid droplet formation | AML12 mouse hepatocytes, oleate lipid droplets, BODIPY imaging | hit rate 0.4% among 240,000 | inhibition, % at 6.5 µM;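 active = lipid droplet intensity inhibited by at least 50%, with more than 500 cells counted; inconclusive = wells with under 300 cells, treated as cytotoxic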
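Material: mouse AML12 hepatocyte cell line, fixed after treatment; Timing: compound with oleate, overnight; Technique: high-content imaging of BODIPY-stained droplets and DAPI nuclei; Probe or stimulus: oleate, 100 µM final; Dosing: compound at 6.5 µM only.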
TNAP activators: stimulation of alkaline phosphatase TNAP activity – biochemical, luminescent, no phosphate acceptor, uHTS, primary screen (AID 1001). purified TNAP, luminescent activation assay, no phosphate acceptor; higher activation fold means a stronger effect. one-dose activation fold at 20 µM; EC50 in µM for titrated hits. hit rate 0.03% among 200,000; in the data active = activation fold from about 3, or a potency from the dose series; inactive = the rest, 99 in 100 with activation fold below about 1.6; also: many of its hits are not listed in these tables
T cell modulator: T cell immune modulation candidate; 2C CD8+ T cell-vesicle binding, flow cytometry; stronger effect = lower value; calls only at 7 µM; hit rate 0.068% among 330,000;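 active = response, share of CD8 T cells binding vesicles, and their 90th percentile fluorescence all below set limits, cut at about 80% in these data, passing the limit was not always enough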
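Read-out – percent CD8+ FL2 mean versus row control · System – murine 2C transgenic CD8+ T lymphocytes · Times – 1.5 h cell–vesicle binding at 37 °C, then 20 min icy labelling · Control set – naked vesicles low, QL9 vesicles with vehicle high · Detection – cytometric PE anti-B7-1 and Alexa647 anti-CD8 signals after 1% paraformaldehyde fixation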
human PMI inhibition: MPI enzyme activity inhibition – biochemical, fluorescence intensity, coupled assay, primary screen (AID 1209) | purified PMI enzyme, coupled fluorescence intensity; higher % means a stronger effect | inhibition, % at 20 µM, or IC50 in µM where a hit was titrated | hit rate 0.42% among 190,000;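 also: plate controls were DMSO vehicle for no effect and wells lacking substrate for full effect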
Autophagy HCS: autophagy modulation, high-content screen | calls only at 10 µM (by protocol) | AID 463193 | MEF GFP-LC3 puncta imaging; test concentration mostly 10 µM | hit rate 0.98% among 190,000;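 active = percentage of spot-positive cells more than 3 SD above its plate mean, without a fluorescence outlier flag or 80% toxicity; inconclusive = no clear call, values can overlap the other calls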;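 also: spot-positive cell cutoff set from DMSO-treated cells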
PMI inhibition: human PMI inhibitors, high substrate, primary screen, biochemical, fluorescence intensity, high mannose 6-phosphate (AID 1220); recombinant PMI enzyme, coupled fluorescence intensity; higher % means a stronger effect; inhibition, % at 20 µM, or IC50 in µM where a hit was titrated; hit rate 0.66% among 190,000
bCat nuc transl: alters nuclear translocation of beta-catenin in HeLa cells. AID 1665. nuclear translocation activity, % at 5 µM. hit rate 0.3% among 190,000. immunofluorescence imaging;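 active = nuclear translocation activity above 50% at 5 µM, with a well cell count of 50 or more; inconclusive = wells under 50 cells across six images, flagged as toxic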;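 also: per-cell ratio of nuclear to cytoplasmic median beta-catenin stain intensity; plate controls were DMSO negative control for no effect and GSK-3 inhibitor IX positive control for full effect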
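System: HeLa cells, endogenous beta-catenin; compound dosing: 5 µM primary single dose, 0.1% DMSO, 0.02–20 µM confirmation series; incubation: 24 h compound exposure at 37°C, 5% CO2; signal: beta-catenin immunofluorescence imaging with DAPI; evaluation: % activation, nuclear-to-cytoplasmic median beta-catenin signal ratio per cell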
Insulin prom up: MIN6 insulin promoter up-regulation; MIN6 insulin promoter-GFP reporter, high-content imaging; stronger effect = higher value; z-score at 5 µM; hit rate 0.3% among 190,000;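 active = z-score above 3 at 5 µM with at least 500 cells counted in the well; inconclusive = wells under 500 cells, flagged as cytotoxic or low count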
MT stabilizer: microtubule stabilization, imaging screen. AID 2205. HeLa tubulin immunostaining HCS, 24 h; share of cells brighter than vehicle mean+2SD. % tubulin-high responders, % at 10 µM. hit rate 0.83% among 200,000;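 active = plate Z-score above 3 for both tubulin-high and condensed-nucleus cell shares, with cell loss under 80%, at 10 µM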;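 also: anti alpha tubulin signal scored within the nucleus-defined area of each cell; some results filed as inactive read as strong as hits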
Insulin prom up cell count: second read-out of Insulin prom up, no call of its own (marks repeat the call); cell count; measured here: cytotoxicity, nuclei count;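 total cells summed across four imaged fields per well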
Lipid droplet cells 6.5 µM: also measured in Lipid droplet; calls as there; cell count; measured here: cell count, cytotoxicity flag;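 cells counted across two imaged fields per well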
bCat nuc transl cell count 5 µM: further read-out of bCat nuc transl, marked with its call; cell count; measured here: cell count, cytotoxicity flag
T cell modulator vesicle-bound %: second read-out of T cell modulator, no call of its own (marks repeat the call); double positive events, %; measured here: CD8+ vesicle-bound cell fraction;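 binding gate set so that unloaded-vesicle control wells show 10% double positive cells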
MT stabilizer Hoechst-high %: further read-out of MT stabilizer, marked with its call; % Hoechst-high responders; measured here: nuclear condensation Hoechst responders;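 share of cells brighter than vehicle mean plus two SD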
MT stabilizer cytotoxicity %: further read-out of MT stabilizer, marked with its call; toxicity, %; measured here: cytotoxicity by cell density;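 0% = mean cell density of plate MIN control wells and 100% = no cells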
Autophagy HCS cell loss 18 h: recorded beside Autophagy HCS, whose call it bears; toxicity, %; measured here: cell loss, nuclei count;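 cell loss after 18 h compound exposure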
The depositor's hits bear a star; i = inactive; ? = inconclusive; / = not tested or not shown; + = active, no number. Rule as the data show it, unless noted: active = inhibition above about 50%; inactive = the rest.

cpd	SMILES	Lipid droplet	Lipid droplet cells 6.5 µM	TNAP activators	T cell modulator	T cell modulator vesicle-bound %	human PMI inhibition	Autophagy HCS	Autophagy HCS cell loss 18 h	PMI inhibition	bCat nuc transl	bCat nuc transl cell count 5 µM	Insulin prom up	Insulin prom up cell count	MT stabilizer	MT stabilizer Hoechst-high %	MT stabilizer cytotoxicity %
1	CCOC(=O)c1cnc2cc(-c3ccc(C(C)(C)C)cc3)nn2c1N	/	/	1.2	i	28	-6%	i	8	0%	4.2	1364	-0.21	1199	1.9	2.1	4.4
2	O=C(NC1CCCCC1)C1CN(S(=O)(=O)c2ccccc2)CCN1S(=O)(=O)c1ccccc1 (stereo not given)	/	/	1.2	i	25	-3%	i	-18	-3%	-5.8	1050	0.11	1383	4.3	4.6	6.7
3	COC(=O)CSc1nc(C)c(C(C)=O)cc1C#N	-8	714	1.1	i	8	-1%	i	2	-8%	-0.6	1031	-0.16	1630	4.9	2.8	8.2
4	Cc1ccc(NC(=O)Cn2ccsc2=N)cc1S(=O)(=O)N(C)C	0	687	1	i	14	-22%	i	-3	-10%	-1.0	1101	-0.06	1315	3.7	3.1	19
5	c1ccc(C2(Cn3ccc4ccccc43)OCCO2)cc1	1	755	1.1	i	41	6%	i	-2	6%	/	/	0.11	1034	3.0	0.8	9.3
6	Clc1ccc(OCCN2CCN(c3ncnc4sccc34)CC2)cc1	-81	579	1.1	i	15	19%	i	13	13%	0.4	1091	?	/	4.1	4.4	4.7
7	Cc1ccc(-c2cc(C(=O)NCCCn3ccnc3)no2)cc1	-1	723	0.9	i	62	7%	i	3	-2%	0.1	1026	-0.41	1456	2.4	2.1	9.8
8	COc1cccc(NC(C)C(=O)Nc2cc([N+](=O)[O-])ccc2Cl)c1 (stereo not given)	-20	719	1.1	i	51	-3%	i	-4	9%	/	/	0.36	1275	5.4	7.0	6.0
9	CCC(=O)Nc1cccc(-c2nc3ccccc3c(=O)o2)c1	/	/	1.1	i	34	4%	i	-21	-1%	-2.2	1206	-0.94	1408	4.5	3.3	10
10	CN(CCC1CCOCC1)C(=O)CC1C(=O)NCCN1Cc1ccoc1 (stereo not given)	-16	717	1	i	47	7%	i	-7	2%	1.9	971	-0.17	1470	4.6	2.7	5.2
11	Cc1sc2nc(COC(=O)CNC(=O)c3ccc(C(C)(C)C)cc3)[nH]c(=O)c2c1C	-21	536	1.1	i	56	18%	i	2	9%	0.2	1116	-0.46	1286	1.3	1.8	5.3
12	COc1ccc(/C=N/NC(=O)CCNc2n[nH]c(=O)[nH]c2=O)c(OC)c1	-28	696	1	i	68	-2%	+	0.0*	0%	-2.2	1098	1.3	1257	3.1	2.0	6.0
13	COc1ccc(OCC(=O)Nc2ccc3oc(-c4ccncc4)nc3c2)cc1	-4	722	/	i	46	6%	i	10	2%	-1.7	1006	0.23	1450	1.3	1.2	0.7
14	Cn1cnc2cc(NC(=O)c3ccco3)ccc21	1	737	1.1	i	29	15%	i	-11	8%	1.0	871	1.2	1168	3.2	1.7	7.5
15	COc1ccccc1CCNS(=O)(=O)c1cn(C)c(=O)n(C)c1=O	-1	679	/	i	39	/	/	/	/	0.0	1307	-0.27	1057	/	/	/
16	CCC(CC)NC(=O)c1ccc(Cl)cc1	12	715	1.2	i	28	-4%	i	3	8%	-0.1	946	0.18	1334	5.0	1.9	1.6
17	CCNC(=S)Nc1ccc(Cl)cc1	19	652	1.1	i	38	1%	i	-2	2%	3.2	447	0.39	1190	6.4	1.8	5.7
18	COc1cccc(C2CC(c3ccc(C)cc3)Nc3nc(N)nn32)c1 (stereo not given)	-8	651	1	i	47	2%	i	-10	-3%	0.0	1053	-0.18	1830	2.9	2.4	6.2
19	CCOC(=O)/C(=C\c1ccc(Cl)cc1)c1nc2sc(C)c(C)c2c(=O)[nH]1	11	591	1.1	i	23	16%	i	0	5%	0.1	1128	0.44	1369	4.0	1.9	4.0
20	Cc1ccc(C(=O)N/N=C(\CC(C)C)c2ccccc2)cc1	-2	662	1	i	47	6%	i	12	3%	/	/	0.29	1265	2.3	1.9	2.6

Compound profiles, from the list above:
Results for CCNC(=S)Nc1ccc(Cl)cc1 = Lipid droplet = 19; Lipid droplet cells 6.5 µM = 652; TNAP activators = 1.1; T cell modulator = i; T cell modulator vesicle-bound % = 38; human PMI inhibition = 1%; Autophagy HCS = i; Autophagy HCS cell loss 18 h = -2; PMI inhibition = 2%; bCat nuc transl = 3.2; bCat nuc transl cell count 5 µM = 447; Insulin prom up = 0.39; Insulin prom up cell count = 1190; MT stabilizer = 6.4; MT stabilizer Hoechst-high % = 1.8; MT stabilizer cytotoxicity % = 5.7
Results for Cn1cnc2cc(NC(=O)c3ccco3)ccc21 = Lipid droplet = 1; Lipid droplet cells 6.5 µM = 737; TNAP activators = 1.1; T cell modulator = i; T cell modulator vesicle-bound % = 29; human PMI inhibition = 15%; Autophagy HCS = i; Autophagy HCS cell loss 18 h = -11; PMI inhibition = 8%; bCat nuc transl = 1.0; bCat nuc transl cell count 5 µM = 871; Insulin prom up = 1.2; Insulin prom up cell count = 1168; MT stabilizer = 3.2; MT stabilizer Hoechst-high % = 1.7; MT stabilizer cytotoxicity % = 7.5

Next section.
cpd	SMILES	Lipid droplet	Lipid droplet cells 6.5 µM	TNAP activators	T cell modulator	T cell modulator vesicle-bound %	human PMI inhibition	Autophagy HCS	Autophagy HCS cell loss 18 h	PMI inhibition	bCat nuc transl	bCat nuc transl cell count 5 µM	Insulin prom up	Insulin prom up cell count	MT stabilizer	MT stabilizer Hoechst-high %	MT stabilizer cytotoxicity %
21	CCN(CC)S(=O)(=O)c1ccc(NS(=O)(=O)CC23CCC(CC2=O)C3(C)C)cc1 (stereo not given)	4	717	1.2	i	44	13%	i	-5	2%	0.9	1083	0.11	1520	1.3	2.4	7.4
22	C(=N\c1c(-c2ccccc2)nc2n1CCS2)/c1ccccc1	1	727	1	i	46	27%	i	-1	22%	-1.4	1163	-0.26	1276	2.0	1.9	12
23	O=S(=O)(NCC(c1cccnc1)N1CCN(Cc2ccccc2)CC1)c1ccccc1 (stereo not given)	-16	738	1.1	i	42	-11%	i	0	4%	-2.4	1226	-0.73	1199	1.7	3.6	9.4
24	O=C(O)c1ccc([N+](=O)[O-])c(CS(=O)(=O)c2ccc(Cl)cc2)c1	-1	649	1	i	49	-16%	i	2	-4%	-1.5	1070	1.8	1197	3.4	2.1	7.3
25	CC1CCCC(C)N1C(=O)COc1ccc([N+](=O)[O-])cc1Cl (stereo not given)	-2	726	1.1	i	8	-4%	i	22	-2%	0.4	1080	/	/	2.2	2.3	4.5
26	COc1ccc(NC(=S)NC23CN4CN(CN(C4)C2)C3)c(OC)c1	-1	689	1	i	39	4%	i	5	11%	/	/	-0.03	1203	2.9	1.5	0.9
27	CN1C(=O)/C(=C2\SC(N)=NC2=O)c2ccccc21	-9	772	1.3	i	33	11%	i	-6	6%	-3.7	1069	-0.01	751	1.8	1.1	0.1
28	O=C(Cc1cscn1)c1ccc(O)cc1O	2	807	1	i	58	1%	i	-1	-1%	-6.2	1062	/	/	5.4	4.1	7.7
29	CCC(C(=O)NC1CCCCC1)n1c(SCc2cccc(C)c2)nc2ccncc21 (stereo not given)	-2	713	1	i	26	4%	i	16	10%	-2.9	509	1.4	1331	3.3	2.0	5.0
30	CC1(C)Cc2c(sc(NC(=O)c3ccccc3Cl)c2C(=O)O)CO1	-2	766	1	i	64	-22%	i	-12	-18%	0.2	906	0.01	1530	2.8	2.5	6.6
31	O=C(COC(=O)CC12CC3CC(CC(Br)(C3)C1)C2)NC(=O)NCc1ccco1	/	/	1	i	31	16%	i	-5	13%	-0.4	1268	1.3	1653	3.1	1.2	1.9
32	CO/N=C/c1cc([N+](=O)[O-])ccc1Sc1ccc(C)cc1	2	641	1.1	i	20	-1%	i	13	3%	-0.2	952	-0.16	1817	2.5	1.4	7.5
33	C=CCOc1c(CNC2CCCC2)cc(Cl)cc1OC	-34	628	1	i	29	4%	i	16	4%	-1.9	1022	-1	1576	4.6	2.4	4.8
34	Cc1cccc(C)c1NC(=O)CS(=O)CC(=O)NCC1OCCc2ccccc21 (stereo not given)	14	743	1.1	i	46	2%	i	18	11%	-3.0	1126	1.1	1079	5.0	1.9	9.2

Compound activity as filed in PubChem.

An unsorted share of the library; about 2.9% have a hit in one of these screens.
